BAZ2B inh: qHTS Assay for Inhibitors of BAZ2B; Potency, µM (highest dose often 114 µM), inactives show top-dose activity change, negative = inhibition, actives largely listed as inhibitors; actives 4.4% (n = 360,000); Bromodomain adjacent to zinc finger domain protein 2B (Homo sapiens), Q9UIF8; AlphaScreen BAZ2B-H3K14Ac peptide displacement; AID 504333, 2011; also: % is scaled to controls: 0 for no effect and ±100 for the full control effect; nearly all actives have a fitted effect of over 60% in size
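AlphaScreen displacement: compounds (up to 110uM) incubated 30 min at room temperature with a preformed 50 nM BAZ2B/50 nM biotinylated H3K14Ac peptide complex in PBS pH 7.4 with Tween-20. Donor and acceptor beads at 10 ug/mL final added, 20 min light-protected before reading.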
Pol eta inh: qHTS for Inhibitors of Polymerase Eta. DNA polymerase eta (Homo sapiens), Q9Y253. recombinant Pol eta, fluorescent DNA replication assay. Potency, µM (doses to about 114 µM), inactives show at the top dose activity change, negative = inhibition, actives largely listed as inhibitors. actives 1.2% (n = 390,000); also: % is scaled to controls: 0 for no effect and ±100 for the full control effect
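Pol eta at 10 nM preincubated with compounds 15 min at room temperature; reaction started with fluorescent substrate (50 nM final) and read kinetically at 0 and 10 min.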
BLM inh: qHTS Assay for Inhibitors of Bloom's syndrome helicase (BLM) | RecQ-like DNA helicase BLM (Homo sapiens), P54132 | recombinant BLM DNA unwinding, fluorescence dequenching | Potency, µM (top dose mostly 56.1 µM), for the others: at the top dose activity change, negative = inhibition, usual class: inhibitors | actives 0.2% (n = 350,000) | AID 2528, 2010;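 also: plate controls were vehicle for no effect and no enzyme for full effect; nearly all actives have a fitted effect of over 35% in size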
APEX1 inh: qHTS Assay for Inhibitors of the Human Apurinic/apyrimidinic Endonuclease 1 (APE1) | actives 0.35% (n = 350,000) | recombinant APE1, TAMRA/BHQ-2 abasic DNA cleavage fluorescence | DNA repair nuclease/redox regulator APEX1 (Homo sapiens), P27695 | Potency, µM (top dose mostly 65.8 µM), without a hit: at the highest dose activity change, negative = inhibition, hits mostly inhibitors | AID 2517, 2012;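 also: plate controls were vehicle for no effect and reference inhibitor for full effect; nearly all actives have a fitted effect of over 55% in size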
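Kinetic fluorescence read (525 ex/598 em nm, three reads 60 s apart) of AP-site incision; signal = third minus first read. Enzyme 0.75 nM, dual-labelled THF duplex 50 nM, compound preincubation 15 min RT.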
G9a block: qHTS Assay for Inhibitors of Histone Lysine Methyltransferase G9a; Potency, µM (titrated, usually from 102 µM), for inactives: top-dose activity, negative = inhibition, most hits filed as inhibitors; G9a H3K9 monomethylation, AlphaScreen, 2 h; Histone-lysine N-methyltransferase EHMT2 (Homo sapiens), Q96KQ7; actives 8.8% (n = 350,000); also: % is scaled to controls: 0 for no effect and ±100 for the full control effect; nearly all actives have a fitted effect of over 75% in size
Target sequence (Q96KQ7 913-1193 limits assumed): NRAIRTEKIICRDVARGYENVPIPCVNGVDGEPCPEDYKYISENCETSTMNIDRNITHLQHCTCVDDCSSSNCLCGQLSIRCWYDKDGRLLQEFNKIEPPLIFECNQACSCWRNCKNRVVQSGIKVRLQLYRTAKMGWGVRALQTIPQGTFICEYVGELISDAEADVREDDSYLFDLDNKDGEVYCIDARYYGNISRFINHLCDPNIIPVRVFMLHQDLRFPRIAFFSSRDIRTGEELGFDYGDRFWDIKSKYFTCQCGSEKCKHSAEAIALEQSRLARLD
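Step 1: enzyme (final 20 nM) with compound, 15 min RT. Step 2: substrate peptide 500 nM and SAM 20 uM, 2 h RT. Step 3: anti-H3K9me1 antibody and AlphaScreen beads, 10 min, then plate read.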
Anesthetic bind: qHTS Assay for Identification of Novel General Anesthetics; Potency, µM (highest dose often 77.5 µM), without a hit: at the highest dose activity change, negative = displacement, usual class: inhibitors; apoferritin/1-aminoanthracene competitive binding, fluorescence; AID 485281, 2010; Ferritin light chain (Equus caballus), P02791; actives 0.074% (n = 350,000); also: % is scaled to controls: 0 for no effect and ±100 for the full control effect; nearly all actives have a fitted effect of over 20% in size
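Read-out: endpoint 1-AMA fluorescence, excitation 380 nm and emission 535 nm, after compounds sit 10 min at room temperature with 10 uM horse-spleen apoferritin in 50% saturated 1-AMA/PBS. Values come from four-parameter Hill fits.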
Pol kappa inh: qHTS for Inhibitors of Polymerase Kappa; Potency, µM (series often up to 107 µM), inactives show at the highest dose activity, negative = inhibition, most hits filed as inhibitors; actives 0.53% (n = 400,000); DNA polymerase kappa (Homo sapiens), Q9UBT6; purified Pol kappa, fluorescent DNA synthesis assay, 10 min; AID 588579, 2011; also: % is scaled to controls: 0 for no effect and ±100 for the full control effect
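Activity was followed as the change in fluorescence between reads at 0 and 10 min after starting the reaction with 50 nM substrate. Beforehand, 10 nM polymerase had been preincubated with compound for 15 min at room temperature.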
Pol iota inh: qHTS for Inhibitors of Polymerase Iota | DNA polymerase iota (Homo sapiens), Q9UNA4 | actives 1% (n = 390,000) | Potency, µM (titrated, usually from 115 µM), for the others: top-dose activity, negative = inhibition, usual class: inhibitors | Pol iota fluorescent replication assay, 10 min | AID 588590, 2011
Target sequence (Q9UNA4 whole entry, looked up): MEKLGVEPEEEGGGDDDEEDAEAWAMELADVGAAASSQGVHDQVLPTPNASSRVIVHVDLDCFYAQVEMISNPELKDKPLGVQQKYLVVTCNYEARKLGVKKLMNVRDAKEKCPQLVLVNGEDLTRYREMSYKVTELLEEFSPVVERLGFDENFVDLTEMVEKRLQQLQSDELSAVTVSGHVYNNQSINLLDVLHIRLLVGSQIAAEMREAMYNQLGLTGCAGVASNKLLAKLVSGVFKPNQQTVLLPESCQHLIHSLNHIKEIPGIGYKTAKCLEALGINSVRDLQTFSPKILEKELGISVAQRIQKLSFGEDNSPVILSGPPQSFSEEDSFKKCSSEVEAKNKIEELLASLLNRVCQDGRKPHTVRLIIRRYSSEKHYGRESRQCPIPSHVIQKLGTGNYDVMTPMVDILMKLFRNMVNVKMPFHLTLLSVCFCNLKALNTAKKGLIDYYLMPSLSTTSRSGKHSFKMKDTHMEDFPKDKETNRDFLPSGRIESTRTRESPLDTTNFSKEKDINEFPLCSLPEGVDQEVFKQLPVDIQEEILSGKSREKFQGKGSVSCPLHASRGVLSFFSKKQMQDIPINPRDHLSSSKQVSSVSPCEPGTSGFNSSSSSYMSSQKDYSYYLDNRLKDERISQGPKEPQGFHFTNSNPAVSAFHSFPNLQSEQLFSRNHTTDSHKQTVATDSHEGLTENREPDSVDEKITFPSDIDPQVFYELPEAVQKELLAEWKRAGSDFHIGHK
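Fluorescent replication assay read twice, at 0 min and 10 min after adding 50 nM (final) substrate. Enzyme (10 nM) and compounds were first incubated 15 min at room temperature; enzyme-free buffer wells were negative controls.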
Pol beta inh: qHTS Assay for Inhibitors of DNA Polymerase Beta. Pol beta primer extension/strand displacement, fluorescence kinetic. Potency, µM (titrated, usually from 114 µM), without a hit: at the highest dose activity change, negative = inhibition, actives largely listed as inhibitors. actives 1.3% (n = 340,000); also: % is scaled to controls: 0 for no effect and ±100 for the full control effect
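Values derive from four-parameter Hill fits of normalized kinetic data: reads at 0 and 10 min following addition of 50 nM substrate to 10 nM Pol beta preincubated 15 min with compound.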
Starred values were filed as active, the others as inactive; ? = inconclusive; · = no result given; & = joins results of further samples; ! = not active in a repeat; [ ] = dose if it differs, or a comment. Calls follow the shape of the dose curve; as a rule, active = well fitted curve in the direction sought with a large enough effect; inconclusive = small, poorly fitted or top-dose-only effect, or another doubt; inactive = no such curve, though single readings can be large; an effect the other way counts as inactive or inconclusive. Potency is read from the fitted curve at half-maximal effect. Only part of the results is shown, so the mix of outcomes need not match the whole.

SMILES	BAZ2B inh	Pol eta inh	BLM inh	APEX1 inh	G9a block	Anesthetic bind	Pol kappa inh	Pol iota inh	Pol beta inh
O=C(Nc1ccccc1C(=O)N1CCCCC1)c1cccc(S(=O)(=O)N2CCOCC2)c1	25%	-11%	0%	6%	-21%[59 µM]	7%	6%	-4%	7%
CN(CCOc1ccc(Cl)cc1)CC(=O)Nc1ccc(OC(F)F)cc1	9%	-20%	-3%	-23%	-5%[2.33 µM]	-10%	2%	-11%	26%
Cc1nc2scc(-c3cccs3)c2c(=O)[nH]1	6%	-13%	-4%	11%	?	-7%	3%	-17%[58.9 µM]	8%
Cc1cc(C(=O)N(NC(=O)C(C)C)c2ccccc2)cs1	-2%	-3%	-4%	-1%	-11%[12.7 µM]	-5%	0%	31%[activator]	37%
COc1ccc(-n2ccnc2SCC(=O)NCc2ccc3c(c2)OCO3)cc1	?	-3%	2%	-5%	-2%[2.33 µM]	-15%	-8%	-5%	4%
CCN(CCCNC(=O)CN1N=C(c2ccccc2)CCC1=O)c1cccc(C)c1	?	-9%	-2%	·	14µM*	?	-5%[60.1 µM]	6%	0%
COc1cc(-c2noc(-c3ccc(NC4CCCCC4)c([N+](=O)[O-])c3)n2)cc(OC)c1OC	0%	-16%	-10%	·	?	-5%	-37%	-7%	?
COc1ccccc1CN(Cc1ccco1)c1cnc(S(C)(=O)=O)nc1C(=O)Nc1cc(C)ccc1C	-39%	-19%	-6%	·	?	-12%	-16%	66%[activator]	3%
CCOC(=O)c1ccc(NC(=O)CCNc2c(N3CCCC3)c(=O)c2=O)cc1	9%	-2%	-2%	5%	-8%[2.33 µM]	12%	0%	4%	-1%
c1ccc(-n2nnnc2SCc2cn3cccnc3n2)cc1	-6%	-11%	-3%	-4%	14%[59 µM]	0%	-13%	-6%[58.9 µM]	7%
CCOc1ccc2nc(COC(=O)c3cccc([N+](=O)[O-])c3)c(C(C)=O)[n+]([O-])c2c1	-14%	-1%	-1%	0%	22%[12.7 µM]	-4%	-7%	23%	?
O=C1c2nccnc2C(=O)N1c1ccc(C(F)(F)F)cc1	-39%	-19%	0%	-5%	50µM*	-3%	-3%	72%[activator]	6%
Cn1c(=O)c2c(ncn2CC(=O)N2CCCc3ccccc32)n(C)c1=O	-7%	0%	-3%	-3%	?	-12%	-8%	8%	20%
CCOc1ccc(S(=O)(=O)N2CCC(C(=O)NCCc3ccc(OC)c(OC)c3)CC2)cc1	-2%	-18%	-3%	31%	13%[2.33 µM]	-7%	-3%	18%	-29%
COc1ccccc1-c1c(C)nn2c(N3CCC(C)CC3)cc(C)nc12	4%	-5%	-1%	-2%	2%	-5%	?	26%	9%
CCOC(=O)N1CCN(c2c(NCc3ccccn3)c(=O)c2=O)CC1	9%	-13%	2%	-7%	15%	3%	-9%	5%	22%
CCC(=O)N1CCc2cc(Br)cc(S(=O)(=O)CCC(=O)N3CCN(c4cccc(C)c4)C(C)C3)c21 (stereo unspecified)	-39%	-14%	-1%	·	-27%[59 µM]	-14%	-6%	5%	1%
c1ccc2c(Cc3c[nH]c4ccccc34)c[nH]c2c1	·	·	-12%&-3%	1%&-2%&14%&2%	8.9µM*!	?	-8%[19.4 µM]	·	·
CSCCC(NC(=O)c1ccc(Cl)cc1Cl)C(=O)NNC(=O)c1ccncc1 (stereo unspecified)	5%	-16%	·	28%	8%[12.7 µM]	·	-19%	41%[activator]	·
COC(=O)N1CCC2(CCCN(c3ccncc3)C2)CC1	·	·	6%	4%	6%[12.7 µM]	·	-15%[60.1 µM]	·	·
COc1ccccc1C1N(c2cc(Cl)ccc2OC)C(=O)C2CCCN21 (stereo unspecified)	-5%	-12%	2%	-4%	25%	-8%	-20%	3%	5%
COc1ccc(Cl)c2sc(N(Cc3cccnc3)C(C)=O)nc12	-16%	-14%	5%	-7%	4%	-4%	18%	17%	10%
N#C/C(=C\c1ccc(OCc2cccc(C(=O)O)c2)cc1)C(=O)NCc1ccco1	?	?	-11%	-17%	·	-7%	-6%	?	-59%
CCOC(=O)c1cnc2c(c(C)nn2C)c1Oc1cc(Cl)cc(Cl)c1	29%	-26%	0%	10%	-49%	4%	1%	-15%[58.9 µM]	-2%
Cc1cccc(CSc2ncccc2C(=O)O)c1	-28%&-7%	-21%&-13%	-1%&0%	0%	11µM*	-1%&-11%	-3%[60.1 µM]	-2%&25%	9%&-28%

(listing goes on)
SMILES	BAZ2B inh	Pol eta inh	BLM inh	APEX1 inh	G9a block	Anesthetic bind	Pol kappa inh	Pol iota inh	Pol beta inh
Cc1ccc([N+](=O)[O-])cc1S(=O)(=O)N1CCCCC1C(=O)O (stereo unspecified)	-17%	-16%	0%	-5%	-20%	-2%	5%	86%[activator]	4%
CC(=O)N[C@@H](C)c1nc2ccccc2n1CCNC(=O)[C@H]1CCCN1c1nc(CN2CCCCC2)cs1	?	·	7%	9%	·	2%	·	·	8%
COc1ccc(C2CC(=O)N(Cc3ccc(F)cc3)c3ccccc3S2)cc1OC (stereo unspecified)	-16%	-24%	-7%	·	-20%[59 µM]	-6%	-8%	30%[activator]	0%
COc1ccc(C2CC(=O)N3CN(Cc4ccco4)CSC3=C2C#N)cc1 (stereo unspecified)	?	-10%	-3%	0%	0.89µM*	-22%	-4%	?	?
C=CCSc1nc2c(c(=O)[nH]c(=O)n2C)n1C(C)C	-5%	-12%	0%	3%	?	8%	-11%	10%	-2%
CCOC(=O)Cn1nc(-c2ccc(F)cc2)cc(Cc2ccccc2)c1=O	4%	-22%	-6%	0%	47%[activator]	-17%	0%	49%[activator]	-21%
Cc1ccc(CN(Cc2ccco2)C(=O)c2ccc(Cl)cc2Cl)cc1	8%	-14%	-7%	·	3%[59 µM]	51%[activator]	0%	-9%	0%
COc1ccc2nc3c(cc2c1)c(NC(=O)CC(C)C)nn3CC(C)C	19%	7%	-6%	-2%	28%	4%	-14%[60.1 µM]	22%	17%
O=S(=O)(c1cnc(Cl)c(Cl)c1)N1CCN(c2ncccn2)CC1	4%	-13%	-1%	-1%	9%	5%	-9%	37%[activator]	-1%
COc1ccc(S(=O)(=O)NCC(=O)O)cc1C(=O)NC1CCCCC1	49%[activator]	-12%	2%	7%	27%[59 µM]	6%	-4%	-7%	-2%
COc1ccc2[nH]cc(CCNC(=O)Nc3ccccc3)c2c1	-38%	-14%&-8%	-4%&-6%	51%[activator]	-26%	0%&-18%	4%&-9%	-26%&-12%	5%&39%
CCSc1nc(-c2ccccc2)c(C#N)c(=O)[nH]1	-5%	-4%	1%	6%	-33%[59 µM]	4%	-10%	2%	?
COc1cccc(C2Nc3ccccc3C(=O)N2O)c1O (stereo unspecified)	?	-1%	-5%	-3%	10%[59 µM]	-13%	-5%	22%	0%
CCOC(=O)C1(Cc2ccccc2C(F)(F)F)CCN(Cc2ccon2)CC1	-16%	?	-4%	6%	-28%	-13%	-2%	45%[activator]	?
COc1ccc(NC(=O)CS(=O)(=O)c2cn(CC(=O)N(C(C)C)C(C)C)c3ccccc23)c(OC)c1	-3%	-3%	-4%	0%	23%[12.7 µM]	0%	-10%	25%	1%
O=C(NCc1cccs1)c1noc2c1CCCCC2	1%	1%	5%	4%	-1%[12.7 µM]	-16%	-1%	21%	5%
CC1(C)Cc2nc(-c3ccccc3)nc(SCC(=O)N3CCOCC3)c2CO1	-18%	-18%	3%	52%[activator]	?	-4%	-1%	22%	1%
C#CCOCCOCCOCCNc1nc(N2CCN(C(=O)[C@H]([C@@H](C)CC)n3cc([C@@H](N)CC(C)C)nn3)CC2)nc(N2CCN(C(=O)[C@H](CCCCN)n3cc([C@@H](N)C(C)CC)nn3)CC2)n1 (stereo partly specified)	79µM*	-11%	-5%	3%	-11%[12.7 µM]	-5%	0%	?	2%
CCCN1CNc2c(c(=O)[nH]c(=S)n2CCc2ccc(OC)c(OC)c2)C1	-20%	-6%	-1%	-3%	?	-9%	-12%&-10%	-7%&59%	-6%
Cc1ccc(OCc2cc(C(=O)NCc3ccc(OC(F)(F)F)cc3)no2)cn1	0%	1%	-4%	30%	53%[activator]	-22%	-3%	12%	1%
Cn1nc(C(=O)NCCCN2CCCCC2)c2c1-c1ccccc1S(=O)(=O)C2	-2%	-8%	-5%	18%	21%	-7%	-10%	3%	-9%
CC1CCN(Cc2c(O)ccc3c(=O)c(-c4cccc(Cl)c4)c(C(F)(F)F)oc23)CC1	2%	-22%	0%	·	-4%[59 µM]	-6%	-7%	49%[activator]	2%
CCOC(=O)Cc1csc(NC(=O)CN(C)S(=O)(=O)c2cccc3cccnc23)n1	-2%	0%	-7%	-2%	-47%	-15%	-20%	-9%	24%
O=C(NCCCNC(=O)c1cnccn1)c1cccc(F)c1	1%	-3%	-1%	-10%	-8%	-8%	1%	31%[activator]	26%
